Tau fluor cs: Counterscreen qHTS for Inhibitors of Tau Fibril Formation, Fluorescence Polarization; tau K18 P301L Alexa594 fluorescence, heparin fibrillization; Potency, µM (top dose mostly 57.7 µM), inactives show top-dose activity change, negative = decrease; actives 0.93% (n = 280,000); note: % is set by controls: 0 for no effect and ±100 for the full control effect; nearly all actives have a fitted effect of over 55% in size
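Human K18 P301L tau (15 uM unlabeled plus 0.24 uM Alexa 594-labeled, final) in 100 mM sodium acetate pH 7 was mixed with compound and 20 uM heparin and incubated 6 hr at 37 C.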
JMJD2E inh: qHTS Assay for Inhibitors of Human Jumonji Domain Containing 2E (JMJD2E); JMJD2E catalytic domain, FDH-coupled NADH fluorescence (FDH is formaldehyde dehydrogenase); Potency, µM (series often up to 57.1 µM), inactives show top-dose activity change, negative = inhibition, most hits filed as inhibitors; actives 1.6% (n = 230,000); AID 2147, 2009; active = well fitted inhibition curve with a large enough effect, not every such curve was filed as active; inconclusive = small, poorly fitted or top-dose-only effect, or another doubt; inactive = no such curve, though single readings can be large or run the other way;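 note: 0% = wells with enzyme and -100% = buffer wells without enzyme; nearly all actives have a fitted effect of over 50% in size; many of its hits are not listed in these tables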
Target sequence (B2RXH2 1-337 limits assumed): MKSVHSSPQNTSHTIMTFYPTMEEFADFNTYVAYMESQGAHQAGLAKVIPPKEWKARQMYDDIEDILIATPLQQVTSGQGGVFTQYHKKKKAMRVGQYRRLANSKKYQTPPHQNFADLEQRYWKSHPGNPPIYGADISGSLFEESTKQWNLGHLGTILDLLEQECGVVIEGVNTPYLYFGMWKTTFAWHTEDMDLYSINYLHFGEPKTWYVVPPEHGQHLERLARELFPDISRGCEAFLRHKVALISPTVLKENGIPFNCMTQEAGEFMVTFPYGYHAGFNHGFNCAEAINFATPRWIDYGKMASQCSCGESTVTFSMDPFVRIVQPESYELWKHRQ
HTT aggregate: qHTS Multiplex Assay to Identify Dual Action Probes in a Cell Model of Huntington: Aggregate Formation (GFP) | actives 1.1% (n = 220,000) | PC12 HttQ103-GFP aggregates, Acumen cytometry, 40 h | Potency, µM (highest dose often 46.1 µM), for the others: at the highest dose activity change, negative = inhibition, most hits filed as inhibitors; note: % is set by controls: 0 for no effect and ±100 for the full control effect; nearly all actives have a fitted effect of over 60% in size
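Quantitative HTS on tebufenozide-induced (100 nM) PC12 cells stably expressing polyQ103 Huntingtin exon 1–GFP. Reduction of bright GFP aggregates, detected by laser scanning cytometry after lysis, identified actives across the titration.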
SMN2 splice up: qHTS Assay for Enhancers of SMN2 Splice Variant Expression | Potency, µM (doses to about 46.1 µM), without a hit: top-dose activity change, positive = activation, hits mostly activators | AID 1458, 2008 | HEK293 SMN2-luciferase splicing reporter, luminescence, 30-36 h | actives 2.8% (n = 210,000); note: % of control where 0% means no effect; nearly all actives have a fitted effect of over 55% in size
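HEK293 cells carry an SMN2 […]–luciferase reporter in which exon 7 inclusion puts luciferase in frame. Cells were plated 10-12 h before compound addition, then incubated 30-36 h at 37C. ONE-Glo luminescence was read; sodium butyrate at 4.5 mM final served as control.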
Tau fibril FP: qHTS for Inhibitors of Tau Fibril Formation, Fluorescence Polarization. Microtubule-associated protein tau (Homo sapiens), P10636. K18 P301L tau heparin fibrillization, Alexa594 FP, 6 h. Potency, µM (series often up to 57.7 µM), inactives show top-dose activity, negative = inhibition, usual class: inhibitors. actives 0.39% (n = 280,000). AID 1468, 2008; note: % is set by controls: 0 for no effect and ±100 for the full control effect; nearly all actives have a fitted effect of over 55% in size
Target sequence (P10636 561-689 P618L limits assumed): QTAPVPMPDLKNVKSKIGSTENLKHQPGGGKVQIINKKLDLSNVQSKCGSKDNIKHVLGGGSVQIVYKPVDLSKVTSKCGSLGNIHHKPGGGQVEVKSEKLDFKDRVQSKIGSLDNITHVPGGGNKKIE
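K18 P301L tau (15 uM unlabeled/0.24 uM Alexa 594-labeled, final) + compound + heparin 20 uM final; 100 mM NaOAc pH 7; 6 hr 37 C; ThT 30 uM final added, 1 hr RT; FP ex 555/em 632 nm.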
Tau ThT inhib: qHTS for Inhibitors of Tau Fibril Formation, Thioflavin T Binding. Potency, µM (doses to about 57.4 µM), inactives show at the top dose activity, negative = inhibition, hits mostly inhibitors. AID 1460, 2008. Microtubule-associated protein tau (Homo sapiens), P10636. actives 2.1% (n = 270,000). recombinant tau K18 P301L, heparin-induced fibrillization, ThT fluorescence; note: % is set by controls: 0 for no effect and ±100 for the full control effect; nearly all actives have a fitted effect of over 55% in size
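ThT emission at 510 nm, taken 1 hr after adding 30 uM dye, quantifies aggregates formed when 20 uM heparin acts on human tau K18 P301L for 6 hr at 37 C.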
HTT cytoprotect: qHTS Multiplex Assay to Identify Dual Action Probes in a Cell Model of Huntington: Cytoprotection (ATP). PC12 HTT-Q103 induced, cytoprotection, ATP luminescence, 40 h. Potency, µM (top dose mostly 56.4 µM), inactives show cytoprotection (ATP increase), usual class: activators. actives 0.14% (n = 230,000). AID 1471, 2008;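 note: % of control where 0% means no effect; nearly all actives have a fitted effect of over 45% in size; toxic huntingtin expression switched on by the ecdysone agonist tebufenozide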
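Huntington model: PC12 line, ecdysone-inducible HTTQ103 exon1–GFP, tebufenozide 100 nM. Test articles in a dose series. Endpoint luminescence from cellular ATP.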
ALDH1A1 block: qHTS Assay for Inhibitors of Aldehyde Dehydrogenase 1 (ALDH1A1) | Purified ALDH1A1, NADH fluorescence, propionaldehyde substrate | Potency, µM (highest dose often 75.3 µM), inactives show top-dose activity, negative = inhibition, usual class: inhibitors | actives 7.3% (n = 220,000) | AID 1030, 2008; active = well fitted inhibition curve with a large enough effect, not every such curve was filed as active; inconclusive = small, poorly fitted or top-dose-only effect, or another doubt; inactive = no such curve, though single readings can be large or run the other way;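 note: plate controls were no enzyme wells and a reference inhibitor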
Target sequence (P00352 whole entry, looked up): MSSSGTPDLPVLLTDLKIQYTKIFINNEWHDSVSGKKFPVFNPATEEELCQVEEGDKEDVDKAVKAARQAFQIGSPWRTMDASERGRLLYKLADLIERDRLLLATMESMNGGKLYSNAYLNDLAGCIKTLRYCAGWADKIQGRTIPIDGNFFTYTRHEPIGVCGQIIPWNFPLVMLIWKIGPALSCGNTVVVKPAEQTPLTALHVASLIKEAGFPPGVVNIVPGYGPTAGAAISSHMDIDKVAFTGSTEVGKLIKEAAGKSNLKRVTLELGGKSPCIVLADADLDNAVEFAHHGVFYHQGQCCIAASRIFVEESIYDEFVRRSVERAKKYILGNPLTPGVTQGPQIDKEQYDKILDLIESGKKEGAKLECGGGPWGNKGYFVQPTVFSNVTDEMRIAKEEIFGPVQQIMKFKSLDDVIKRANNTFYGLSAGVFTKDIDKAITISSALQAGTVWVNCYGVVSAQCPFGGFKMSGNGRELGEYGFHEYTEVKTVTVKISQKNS
Active calls of the source: *; u = inconclusive; x = no result given; [ ] = remark or other dose. Unless noted, calls come from the whole dose curve; as a rule, active = well fitted curve in the direction sought with a large enough effect; inconclusive = small, poorly fitted or top-dose-only effect, or another doubt; inactive = no such curve, though single readings can be large; an effect the other way counts as inactive or inconclusive. Potency is the fitted concentration of half-maximal effect. A portion of the library. The share of hits here may be higher or lower than overall.

SMILES | Tau fluor cs | JMJD2E inh | HTT aggregate | SMN2 splice up | Tau fibril FP | Tau ThT inhib | HTT cytoprotect | ALDH1A1 block
Cc1nc(SCC(=O)c2cccs2)c2oc3ccccc3c2n1 | -23.7% | -16.2% | -2.0% | 10µM* | 7.4% | u | -22.1% | 1.8%
CCOC(=O)N1CCN(c2c(N3CCN(c4ccc(F)cc4)CC3)c(=O)c2=O)CC1 | -9.2% | 8.0% | -13.3%[9.22 µM] | x | 1.9% | -6.2% | -13.0%[10 µM] | x
COc1cccc(-n2c(SCC(=O)Nc3cccc(Cl)c3)nc3c(oc4ccccc43)c2=O)c1 | -16.9% | x | x | -4.8% | u | 0.4% | x | x
Cc1ccc(CN2CCSc3ccc(C(=O)Nc4cc(C)cc(C)c4)cc32)cc1 | u | x | x | -15.6% | 9.1% | -13.8% | x | x
CC(C)(C)c1csc(NC(=O)CSc2nc3ccccc3c(=O)[nH]2)n1 | -1.1% | -15.2% | u | -23.7% | -1.3% | 13.5% | -5.6%[10 µM] | -9.9%
COc1cccc(-c2ccnc3c(-c4ccccc4)c(C)nn23)c1 | u | x | x | u | -13.2% | u | x | x
O=C(NC1CCN(Cc2ccccc2)CC1)c1ccc2c(c1)[nH]c(=O)n2Cc1ccc(F)cc1 | 3.6%[2.34 µM] | 6.7% | -1.6%[9.22 µM] | x | -3.5% | -0.6% | -0.7%[10 µM] | 0.9%
CC(C)c1cc[n+](-c2nc([O-])sc2C=O)cc1 | -25.5% | u | 16.1% | 1.3% | -24.6% | 35.5µM* | -16.9%[10 µM] | u
CCOC(=O)N1CCC(NC(=O)C(NC(=O)C2CCCCC2)C(C)C)CC1 (stereo unspecified) | 1.1% | -3.4% | 8.1% | -18.3% | 2.8% | 9.4% | 23.0% | 11.0%
CCCCN1C(=O)C(O)=C(C(C)=O)C1c1ccc(OC)cc1OC (stereo unspecified) | -21.9% | -5.9% | u | x | -4.3% | u | -34.8% | -9.4%
COc1ccc(/C=C/c2nc(-c3ccccc3O)n(-c3ccccc3)n2)cc1 | -9.0% | 0.6% | -0.7% | -7.5% | 3.5% | -2.9% | 5.3%[10 µM] | 0.1%
COc1ccccc1Cn1c(=O)c2ccccc2n2c(SCc3csc(C)n3)nnc12 | -3.6% | -7.5% | -3.4% | -5.2% | 2.3% | -9.3% | 4.1% | u
CC(=O)c1ccc(OC(=O)CCN2c3ccccc3Sc3ccccc32)cc1 | 3.4% | 2.4% | u | 6.4% | 1.6% | 3.5% | -40.5%[10 µM] | u
CC[C@H](C)[C@H](NC(=O)[C@H](Cc1ccc(O)cc1)NC(=O)[C@@H](N)C(C)C)C(=O)N[C@@H](Cc1cnc[nH]1)C(=O)N1CCC[C@H]1C(=O)N[C@@H](Cc1ccccc1)C(=O)O | -8.2% | 2.0% | -8.3% | -19.4% | 3.5% | -10.2% | x | -4.5%
CCOc1cccc(C2c3c(-c4cc(C)ccc4O)n[nH]c3C(=O)N2Cc2ccco2)c1 (stereo unspecified) | u | x | x | 4.8% | -12.6% | -7.2% | x | x
COc1cc(C2C(S(=O)(=O)c3ccccc3)CON2C)ccc1OCc1ccc(F)cc1 (stereo unspecified) | 2.9% | 13.6% | 2.5% | 2.6% | 2.6% | 4.0% | 7.9%[10 µM] | 2.3%
O=C(CN1CCC(c2nc3ccccc3[nH]2)CC1)Nc1ccc2c(c1)OCO2 | -6.4% | 15.5% | 4.1% | 17.6% | 2.1% | -5.6% | -2.1% | 4.4%
COc1ccc(-c2nnn(CCC(=O)O)n2)cc1 | -7.7% | 0.9% | 27.0% | -10.8% | -0.1% | -2.4% | -10.6% | 3.9%
O=C(OCc1cc(-c2ccccc2)no1)c1ccc2ccccc2n1 | -19.9% | -3.2% | 0.4% | 4.9% | 3.6% | u | 9.9%[0.074 µM] | 6.0%
Cc1cc(C)n2nc(C(=O)Nc3ccc4c(c3)OCO4)nc2n1 | -15.7% | -0.3% | 13.8% | u | -1.5% | u | 12.2%[1.9 µM] | u
CCOc1ccc2oc(-c3ccccc3)c(C(=O)N3CCN(CCO)CC3)c2c1 | -6.4% | u | -26.5% | -5.5% | -0.8% | -12.2% | -21.2% | u
CC1CCCCC1NC(=O)CCCCCn1c(=S)[nH]c2ccccc2c1=O (stereo unspecified) | -10.9% | 5.3% | 12.8%[9.22 µM] | -39.4%[inhibitor] | -4.2% | -0.4% | 4.0%[10 µM] | 21.2%
Cc1nn(Cc2ccc(F)cc2)c(C)c1NC(=O)c1nn(C)cc1Cl | -1.3% | -2.0% | -4.9% | -19.5% | -0.2% | 0.4% | 14.9%[10 µM] | 1.2%
COCC(C)n1c(COc2ccccc2F)nnc1SCC(=O)c1c(N)n(C)c(=O)n(C)c1=O (stereo unspecified) | -5.3% | -7.7% | -26.9% | -9.3% | -4.6% | 0.6% | -6.0% | 11.0%

Next section, starting with the last 2 of the part before.
SMILES | Tau fluor cs | JMJD2E inh | HTT aggregate | SMN2 splice up | Tau fibril FP | Tau ThT inhib | HTT cytoprotect | ALDH1A1 block
Cc1nn(Cc2ccc(F)cc2)c(C)c1NC(=O)c1nn(C)cc1Cl | -1.3% | -2.0% | -4.9% | -19.5% | -0.2% | 0.4% | 14.9%[10 µM] | 1.2%
COCC(C)n1c(COc2ccccc2F)nnc1SCC(=O)c1c(N)n(C)c(=O)n(C)c1=O (stereo unspecified) | -5.3% | -7.7% | -26.9% | -9.3% | -4.6% | 0.6% | -6.0% | 11.0%
O=C1CC(Sc2ncccc2C(=O)O)C(=O)N1 (stereo unspecified) | 10.2% | 0.6% | 21.0% | u | 9.5% | 10.1% | x | 1.7%
Cc1ccc(/C=N/NC(=O)Cn2cnc3ccccc32)o1 | -2.1% | -3.7% | 7.4% | 4.0% | 2.3% | -5.6% | 4.1% | -4.2%
O=C(C1CCCCC1)N1CCCC(c2nc3c(nnn3Cc3ccccc3)c(=O)[nH]2)C1 (stereo unspecified) | 2.7% | 6.4% | 15.9% | 11.5% | -2.3% | -13.4% | -28.6% | 15.8µM*
Cc1cc(=O)[nH]c(SCC(=O)NCC2CCCO2)n1 (stereo unspecified) | -5.3% | 3.6% | 5.8%[9.22 µM] | x | 5.3% | -11.9% | 15.3%[10 µM] | x
Nn1c(SCC(=O)Nc2ccc3c(c2)OCO3)nnc1-c1ccncc1 | -2.4% | 5.2% | u | -14.6% | -5.0% | -15.1% | -14.6% | 10.2%
CCOC(=O)c1c(CN2CCC(C)CC2)oc2ccc(OC)cc12 | -10.4% | u | 3.8% | -27.2% | 1.8% | -10.3% | 2.9%[0.074 µM] | u
COc1ccc2oc(=O)c(C(=O)OCC(=O)c3ccc([N+](=O)[O-])cc3)cc2c1 | -19.8% | u | -8.2% | -4.6% | -10.3% | u | -22.6% | u
CCOc1ccc(-n2nc3cc(C)c(NC(=O)CC)cc3n2)cc1 | 4.0% | x | x | -10.5% | -1.2% | -0.6% | x | x
CS(=O)(=O)N1CCCC(C(=O)NCCc2ccccc2)C1 (stereo unspecified) | -1.3% | 5.9% | -8.6% | 25.0% | -3.5% | -8.5% | -21.8% | -1.3%
O=C(Nc1ccccc1Cl)c1ccc2nsnc2c1 | -4.5% | -4.4% | 11.4%[9.22 µM] | x | 2.8% | -5.7% | 8.2%[10 µM] | 0.6%
CC(=O)c1cccc(Nc2c([N+](=O)[O-])c(=O)oc3ccccc23)c1 | -3.3% | -3.2% | -12.2%[9.22 µM] | x | 0.0% | x | -8.7%[10 µM] | x
O=C(OC1CCOC1=O)c1ccc(Cl)c(S(=O)(=O)N2CCCCC2)c1 (stereo unspecified) | -0.1% | -0.8% | -3.7% | 0.5% | 3.0% | -4.6% | 1.1% | -2.9%
COc1ccccc1Oc1ccc2c(c1)C(=O)N(CC1CCCO1)C2=O (stereo unspecified) | -13.1% | -0.1% | -5.0%[9.22 µM] | x | -8.5% | -6.3% | 2.3%[10 µM] | u
COc1ccc(/C=N/NC(=O)c2ccc(COc3cccc4cccnc34)cc2)cc1O | -23.3% | -6.6% | 9.5%[9.22 µM] | x | -0.1% | u | 5.4%[10 µM] | x
CC1CCN(S(=O)(=O)c2ccc3c(c2)N(CC(=O)N2CCN(c4ccccc4)CC2)C(=O)CO3)CC1 | -8.5% | x | x | -0.4% | 4.1% | -5.8% | x | x
CC1=C(C(=O)Nc2ccccc2C)C(c2cccnc2)n2nc(CCCO)nc2N1 (stereo unspecified) | 3.5% | 6.1% | -5.4% | 19.3% | 1.2% | 2.5% | 3.8% | 4.0%
COc1ccc(C(C)=O)cc1CSc1nncn1-c1ccccc1 | -2.7% | -2.9% | 3.9% | 2.8% | 3.8% | -8.9% | 1.9%[10 µM] | u
COc1ccc(C(=O)N2CCCc3ccccc32)cc1 | 2.9% | 9.2% | 18.8% | -10.1% | 1.3% | 0.1% | -3.7% | u
CC(=O)Nc1ccc(Oc2sc(C(=O)c3ccccc3)c(N)c2C#N)cc1 | -19.8% | 5.8% | u | -27.0% | -10.1% | -6.6% | u | 10.8%
O=C(NCc1ccc(F)cc1)C1CCCN1C(=O)NCc1ccccc1 (stereo unspecified) | 0.9% | -0.6% | 10.9% | x | 5.8% | -2.4% | -14.4% | u
O=C(O)C1CC=CCC1C(=O)N1CCN(c2nc(-c3ccccc3)c3ccccc3n2)CC1 (stereo unspecified) | -7.6% | u | u | 11.1% | -0.4% | u | -22.5% | u
Cc1ncc(CO)c(/C=N/NC(=S)Nc2cccc(Cl)c2)c1O | u | u | u | -81.5% | 8.0% | u | 15.7%[10 µM] | u
O=C(CCc1ccccc1)c1ccc2c(c1)OCCCO2 | -21.6% | -4.0% | 19.7% | u | -0.8% | -16.1% | -15.7% | u
Cc1nn(CC(=O)Nc2nnc(C(C)C)s2)c(=O)c2ccccc12 | 2.1% | 5.3% | x | -7.1% | -4.4% | -2.1% | x | 1.7%
Cc1nc(SC2CC(=O)N(c3cc(Cl)cc(Cl)c3)C2=O)nc2c1CCCC2 (stereo unspecified) | -13.3% | 4.8% | 26.0% | 11.2% | 11.5% | u | -5.9% | u

Bioassay records: PubChem BioAssay, National Center for Advancing Translational Sciences (NCATS)
